MITF inh = inhibitors of human MITF; AlphaScreen MITF homodimerization, bead proximity signal; 650,000 compounds, 0.91% hits; inhibition, % at 2.6 µM; in the data active means inhibition above about 50%;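 further: 0% = vehicle wells with protein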
GPR151 activ = activators of human GPR151; PathHunter beta-arrestin GPR151 cells, luminescence; activation, % at 11.2 µM; 650,000 compounds, 1% hits; in the data active means activation above about 4.9%;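 further: 0% = median of compound wells and 100% = cells with positive control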
TEAD-YAP block = TEAD-YAP interaction inhibition | HEK-TIYL cells, TEAD-Gal4/YAP UAS-luciferase luminescence | inhibition, % at 9.12 µM | 640,000 compounds, 1.4% hits | AID 1259422; in the data active means inhibition above about 32%;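 further: 0% = median of test compound wells and 100% = reference inhibitor wells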
FBW7 act = activators of human E3 ligase FBW7. AlphaScreen FBW7–phospho-cyclin E peptide binding, activator screen. normalized activity (activation), % at 26.1 µM. 650,000 compounds, 0.13% hits. Q969H0; in the data active means normalized activity above about 1.9%;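 further: purified mutant Fbw7 with reduced substrate affinity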
Target sequence (Q969H0 whole entry, looked up): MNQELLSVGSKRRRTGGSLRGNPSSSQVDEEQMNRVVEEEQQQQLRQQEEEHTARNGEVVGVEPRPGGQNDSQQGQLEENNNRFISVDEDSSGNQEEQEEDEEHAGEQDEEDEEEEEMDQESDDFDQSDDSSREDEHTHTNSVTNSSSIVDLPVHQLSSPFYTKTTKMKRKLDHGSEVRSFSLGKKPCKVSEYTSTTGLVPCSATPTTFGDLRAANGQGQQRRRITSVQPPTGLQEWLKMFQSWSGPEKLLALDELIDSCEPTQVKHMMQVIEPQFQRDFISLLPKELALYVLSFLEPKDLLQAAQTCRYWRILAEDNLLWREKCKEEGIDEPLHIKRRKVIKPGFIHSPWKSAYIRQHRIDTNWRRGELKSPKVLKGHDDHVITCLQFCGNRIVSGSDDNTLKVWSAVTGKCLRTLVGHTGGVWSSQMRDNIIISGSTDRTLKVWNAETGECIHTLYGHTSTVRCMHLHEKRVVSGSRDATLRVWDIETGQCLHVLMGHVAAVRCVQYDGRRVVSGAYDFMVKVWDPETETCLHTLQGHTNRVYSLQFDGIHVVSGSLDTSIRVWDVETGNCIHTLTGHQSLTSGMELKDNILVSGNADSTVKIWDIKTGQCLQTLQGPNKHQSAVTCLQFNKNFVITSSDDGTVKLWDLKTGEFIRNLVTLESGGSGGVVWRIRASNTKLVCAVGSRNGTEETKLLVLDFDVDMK
An asterisk follows results filed as active; & = joins results of further samples.

Compound,TEAD-YAP block,MITF inh,FBW7 act,GPR151 activ
COC(=O)CN(c1cc(Cl)c(Cl)cc1Cl)S(C)(=O)=O,-6,-3,0.0,1.3
NS(=O)(=O)c1ccc2nc(NC(=O)c3cc(Cl)sc3Cl)sc2c1,-18,4,0.3,-1.7
COCCNc1nn2c(=O)c3c(C)c(C)sc3nc2c2ccccc12,2,10,-0.1,-1.1
O=C(Cn1nnc(-c2ccccc2NC(=O)c2cccc(Cl)c2)n1)Nc1ccccc1,-5,3,0.2,0.2
C=CCn1cnc2c(nnn2-c2ccc(C)c(C)c2)c1=O,-52,1,-0.1,1.4
CC(C)(C)c1cc2c(c(C(C)(C)C)c1)OC(c1ccccc1O)N2 (centres undefined),13,9,0.4,-1.2
CC1Cc2ccccc2N1c1c(-c2ccccc2)c(=O)c1=O (centres undefined),-10,-8,-0.1,-0.7
COc1ccc(-c2noc(-c3cc(OC)c(OC)c(OC)c3)n2)cc1,-1,18,0.1,0.2
Cc1ccc(Nc2nc(N)nc(CNC(CO)C(O)c3ccc([N+](=O)[O-])cc3)n2)cc1 (centres undefined),3,12,-0.1,0.8
CN(C)CCCNS(=O)(=O)c1cccc2nonc12,-5,-2,0.0,3.9
CC1CN(C(=O)CCC(=O)N2CCc3ccccc32)c2ccccc2O1 (centres undefined),1,25,1.5,1.6
COc1cc(N)c(-c2nc3ccccc3[nH]2)cc1OC,46*,16,0.8,-6.8
COCCCNC(=O)c1sc2ncn(CC(=O)N3CC(C)CC(C)C3)c(=O)c2c1C (centres undefined),-2,7,0.0,-0.2
CN1CCN(CCCN2C(=O)C3C(C(=O)Nc4ccc(Cl)c(Cl)c4)C4C=CC3(O4)C2C(=O)NC2CCCCC2)CC1 (centres undefined),-8,-6,-0.1,-0.2
O=[N+]([O-])c1ccccc1CN1CCC(N2CCN(c3ccccc3)CC2)CC1,2,83*,-0.1,0.3
COc1ccc(Cl)cc1C1=N/C(=C\c2cccc(F)c2)C(=O)O1,-4,-13,0.0,-0.5
CCOC(=O)C1CCN(CC(O)COc2ccc3cc(Br)ccc3c2)CC1 (centres undefined),-2,-6,0.2,1.1
O=C(CSC1=NC2CCCCC2N1)N1CCOCC1 (centres undefined),-6,-16,-0.1,0.1
CC(NC(=O)c1ccc([N+](=O)[O-])o1)C1CC2CCC1C2 (centres undefined),6,-10,-0.2,1.4
O=C(NCCOc1ccccc1)c1cc(-c2ccccc2)nc2ccc(I)cc12,2,10,0.2,-1.3
CCOC(=O)CCC(=O)N1CCOCCOCCN(C(=O)CCC(=O)OCC)CCOCCOCC1,0,0,0.1,-0.4
O=C(Cn1cc([N+](=O)[O-])ccc1=O)N(Cc1ccccc1)Cc1ccccc1,-13,0,-0.2,0.1
COc1cc(OC)c(OC)cc1CN1CCN(C(=O)c2cccs2)CC1,-4,36,-0.1,0.7
CCCOc1ccc(/C(O)=C2/C(=O)C(=O)N(CCN(C)C)C2c2ccc(Cl)cc2)cc1C (centres undefined),5,24,0.2,0.3
CC1=C(C(=O)OCc2ccccc2)C(c2ccccc2OC(C)C)CC(=O)N1 (centres undefined),1,-6,-0.1,1.0
CCCc1cc(=O)[nH]c(SCC(=O)c2cc(C)n(CCOC)c2C)n1,-13,-7,0.0,-0.5
c1ccc(CSc2ccc(-c3ccc(-n4cccn4)cc3)nn2)nc1,-20,11,0.0,0.8
NC(=O)c1cc(-c2csc(C3COc4ccccc4O3)n2)ccc1OCc1ccccc1 (centres undefined),-4,-11,0.5,-0.3
CC(CCc1ccccc1)NS(=O)(=O)c1cc2c3c(c1)CC(=O)N3CCC2 (centres undefined),10,12,0.2,4.2
O=C(Cc1ccccc1)Nc1ccc(S(=O)(=O)N2CCOCC2)cc1,14,1,0.4,-0.5
CCNc1nccc(Nc2ccccc2)n1,-34,10,-0.1,1.2
C/C=C(\C)C(=O)NCC1Cc2cc(-c3cnccn3)ccc2O1 (centres undefined),12,-5,0.2,-0.4
CCn1c2ccccc2c2cc(CN3CCN(C(=O)c4cccc(F)c4)CC3)ccc21,-1,7,-0.2,1.7
CC(C)(C)C(=O)Cn1ccc(=N)c2ccccc21,2,14,0.0,-1.0
CCSc1nnc(NC(=O)NC(=O)c2ccc(C(F)(F)F)cc2)s1,1,-3,0.0,2.7
CC1(C)Oc2ccc(NC(=O)Cc3ccc(F)cc3)cc2O1,-47,13,0.1,-0.6
O=C(N/N=C/c1ccc(OC(F)F)cc1)C1=COCCO1,-61,6,0.1,-1.3
Cc1ncc2c(c1CNC(=O)c1ccoc1C)CCN(C(=O)C1CCCCC1)C2,10,6,0.2,3.3
O=C(O)c1ccc(-c2ccc3c(c2)OCCO3)s1,-21,-3,0.0,-10
N#CCCN1CCCC2(C1)c1[nH]c3ccccc3c1CCN2C=O (centres undefined),3,-4,-0.4,-0.6
Cc1ccc(C(=O)NC(=O)CSc2n[nH]c(N)n2)cc1,-8,-5,0.1,-0.6
Cc1noc(C)c1C(=O)Nc1ccc(F)c(F)c1F,4,10,0.1,-0.4
O=C(Nc1ccccc1)Nc1snnc1C(=O)N/N=C/c1ccc(O)cc1,-27,-8,-0.1,-0.5
Cc1cc(C)c2c(c1)/C(=N/Nc1ccc(S(N)(=O)=O)cc1[N+](=O)[O-])CCC2,0,-2,-0.1,0.5
CCCCOC(=O)c1ccc(NC(=O)c2ccc(F)cc2)cc1,-4,6,0.0,-1.3
Cc1noc(C)c1S(=O)(=O)Nc1ccccc1Cl,2,-6,-0.2,1.1
CCc1cc(N2CC=CCC2)n2nc3nc(C)cc(C)c3c2n1,-6,-7,-0.1,0.2
Cc1nnc(NC(=O)Nc2ccc([N+](=O)[O-])cc2)s1,14,7,1.6,-0.9
CCN(CC)C(=O)N1CCN(C(=O)c2ccccc2)CC1,5,9,0.0,0.8
COc1ccc(-c2nc(NC(C)=O)sc2-c2ccccc2)cc1,-1,1,-0.3,0.6
O=C(CCn1c(=O)[nH]c2ccsc2c1=O)N1CCCCC1,8,4,0.1,0.0
O=c1ccnc(SCc2ccccc2)[nH]1,3&8,10&10,0.0&0.2,-1.0&-1.2
COc1ccc(-c2nnc(SCC(=O)N3CC(=O)Nc4ccccc43)n2C(C)C)cc1,9,-3,-0.1,1.3
O=C(O)c1cc(I)cc(I)c1O,-2,-4,-0.2,-2.0
C/C(=C/C(=O)O)C(=O)Nc1sc2c(c1C#N)CCCC2,3,2,0.1,-6.1
COc1ccc2cc(-c3csc(Nc4ccc(F)cc4)n3)c(=O)oc2c1,-17,3,0.0,0.4
CS(=O)(=O)Oc1ccc(/C=c2\sc3nc4ccccc4n3c2=O)cc1,6,-2,0.2,-1.2
COc1ccc(CCNC(=O)c2cc(Nc3ccnn3C)nc3ccccc23)cc1,-4,69*,0.1,-1.5
COC(=O)c1ccccc1NC(=O)c1sc2ncn(CC(=O)Nc3ccccc3OC)c(=O)c2c1C,-9,1,-0.4,0.2
O=C1C[C@@H](c2ccccc2)Oc2cc(O)cc(O)c21,-21,-13,0.2,-2.7

Additional structures
Compound,TEAD-YAP block,MITF inh,FBW7 act,GPR151 activ
COc1ccc(C(=O)COC(=O)C(CCSC)NC(=O)C23CC4CC(CC(C4)C2)C3)cc1 (centres undefined),-2,3,0.8,0.3
CSC1=N/C(=C\c2ccncc2)C(=O)N1c1ccccc1,-16,-13,0.0,-0.7
CCSCCOC(=O)C1=C(C)NC2=C(C(=O)CC(c3ccccc3Cl)C2)C1c1cccc(O)c1 (centres undefined),13,7,0.1,0.0
NC1=NC(=O)C(CC(=O)Nc2cc([N+](=O)[O-])ccc2Cl)S1 (centres undefined),7,-4,0.0,-0.5
Cc1c(O)ccc(NC(=O)c2ccc(Cl)cc2)c1C,-23,-10,0.2,0.9
O=[N+]([O-])c1ccc(/C=C/c2ccc(O)cc2)cc1,49*,4,0.0,-11
CCOc1cccc2cc(C(N)=O)c(=Nc3ccccc3C)oc12,-2,9,-0.1,2.0
CCOC(=O)/C(C#N)=C\c1cc(OC)ccc1OC,2,-5,0.2,0.0
CCCc1cc(C(=O)NCC2CCC3(CCN(C(=O)CC(C)C)CC3)O2)n(C)n1 (centres undefined),14,23,1.2,-1.1
CCOc1cc(C=O)ccc1OCCCCN1CCN(C)CC1,7,43,-0.2,-0.4
CC(=O)Oc1ccc(C(=O)Nc2cc(Br)c(O)c(Br)c2)cc1,0,15,0.3,-1.4
O=C(Cc1noc2ccccc12)Nc1cccc(-c2ccc(N3CCCC3)nn2)c1,48*,6,0.0,-0.4
COc1ccc(CCNC(=O)CCNS(=O)(=O)c2cccc3nonc23)cc1OC,-3,-6,-0.1,0.0
CCOc1ccc2ccccc2c1/C=C1\N=C(c2ccc(C3=N/C(=C\c4c(OCC)ccc5ccccc45)C(=O)O3)cc2)OC1=O,8,4,0.5,-1.4
COc1ccc(OC)c(NC(=O)Cn2c(C)cc3ccccc3c2=O)c1,-5,-12,0.2,-0.9
Cc1ccc(OCCNC(=O)c2cc3ccccc3o2)cc1,7,4,0.1,2.0
N#CCCCN1CCC2(CC1)OCCc1c2[nH]c2ccccc12,3,-6,0.1,-1.2
CC1CCCC(NC(=O)C2N(C(C)CCc3ccccc3)C(=O)C3C(C(=O)Nc4ccc(Cl)cc4)C4C=CC32O4)C1C (centres undefined),-4,1,-0.1,0.2
COc1ccc(-c2csc3ncc(C(=O)Nc4ccc(C(C)(C)C)cc4)c(=O)n23)cc1,7,19,0.1,0.7
Cc1ccc(-n2c(SCC(=O)NCCc3ccc(S(N)(=O)=O)cc3)nc3n[nH]c(C)c3c2=N)cc1Cl,3,0,0.2,-0.4
Cc1cc(C)c2c(n1)nn1c(C)c(CCC(=O)NCCCc3ccccc3)c(C)nc21,3,17,0.1,-0.6
COc1cc(OC)c(OC)cc1CN1CCN(Cc2ccc(C)cc2)CC1,1,63*,-0.2,0.9
CCSc1nnc(NC(=O)c2ccoc2C)s1,-32,-6,0.1,-6.2
CS(=O)(=O)N(CC(=O)Nc1cccc(Br)c1)c1ccc(F)c(Cl)c1,2,-10,0.1,-1.3
COc1ccc(CNCc2ccc(F)c(F)c2)c(OC)c1,5,21,0.0,0.8
COC(=O)c1c(NC(=O)C2CC2)sc2c1CCN(C(C)=O)C2,12,2,0.0,-0.9
CCOC(=O)c1cnc2ccccc2c1NCCCN(C)C,-1,-3,0.2,-0.1
COc1ccccc1NC(=O)Cn1cnc2sc(C(=O)Nc3cc([N+](=O)[O-])ccc3OC)c(C)c2c1=O,-2,13,-0.3,1.2
Cc1ccc2nc(-c3cccc(NC(=O)C4CCCCC4)c3)oc2c1,2,0,-0.4,0.9
COc1ccc(-c2nc(S(=O)(=O)c3ccccc3)c(S(C)(=O)=O)o2)cc1,7,-13,0.1,-0.4

Part of the list above, limited to FBW7 act and MITF inh:
| SMILES | FBW7 act | MITF inh |
| --- | --- | --- |
| CC(C)(C)C(=O)Cn1ccc(=N)c2ccccc21 | 0.0 | 14 |
| O=C(O)c1cc(I)cc(I)c1O | -0.2 | -4 |

Following part:
Compound,TEAD-YAP block,MITF inh,FBW7 act,GPR151 activ
COc1ccc(S(=O)(=O)Nc2ccc(Cl)c(N3CCCS3(=O)=O)c2)cc1C,23,18,0.1,1.0
O=C(Nc1cccnc1)c1sc2cccc(Cl)c2c1Cl,-14,3,-0.1,2.0
CCOc1ccccc1CNc1ncnc2c1nc1n2CCCCC1,41*,-1,-0.3,0.1
O=C(Nc1ccc2oc(-c3ccccc3)nc2c1)c1cccnc1Cl,-64,-2,-0.3,0.6
CCOC(=O)c1cnc2cc(Cl)c(OC)cc2c1NC1CCCCC1,4,15,0.4,-0.9
CCOCCn1cnc2sc(C(=O)N3CCN(Cc4ccccc4)CC3)c(C)c2c1=O,-12,-3,0.0,0.0
Cc1onc(-c2ccccc2Cl)c1C(=O)NCc1ccco1,-11,-4,0.1,0.4
O=C(Nc1cccc2ccccc12)c1nn2c(C(F)(F)F)cc(-c3cccs3)nc2c1Cl,1,1,-0.1,0.8

Structures listed so far that have fluorine:
Compound,TEAD-YAP block,MITF inh,FBW7 act,GPR151 activ
COc1ccc(Cl)cc1C1=N/C(=C\c2cccc(F)c2)C(=O)O1,-4,-13,0.0,-0.5
CCn1c2ccccc2c2cc(CN3CCN(C(=O)c4cccc(F)c4)CC3)ccc21,-1,7,-0.2,1.7
CCSc1nnc(NC(=O)NC(=O)c2ccc(C(F)(F)F)cc2)s1,1,-3,0.0,2.7
CC1(C)Oc2ccc(NC(=O)Cc3ccc(F)cc3)cc2O1,-47,13,0.1,-0.6
O=C(N/N=C/c1ccc(OC(F)F)cc1)C1=COCCO1,-61,6,0.1,-1.3
Cc1noc(C)c1C(=O)Nc1ccc(F)c(F)c1F,4,10,0.1,-0.4
CCCCOC(=O)c1ccc(NC(=O)c2ccc(F)cc2)cc1,-4,6,0.0,-1.3
COc1ccc2cc(-c3csc(Nc4ccc(F)cc4)n3)c(=O)oc2c1,-17,3,0.0,0.4
CS(=O)(=O)N(CC(=O)Nc1cccc(Br)c1)c1ccc(F)c(Cl)c1,2,-10,0.1,-1.3
COc1ccc(CNCc2ccc(F)c(F)c2)c(OC)c1,5,21,0.0,0.8
O=C(Nc1cccc2ccccc12)c1nn2c(C(F)(F)F)cc(-c3cccs3)nc2c1Cl,1,1,-0.1,0.8

Screening data (PubChem)
